Bioassay records (PubChem BioAssay)
CCT modulator – High-Throughput Screening for Modulators of Cytosolic Chaperonin Activity. 0.3% of 360,000 active. activity change, % (test concentration not listed), hits read low. purified chaperonin ATPase assay, HTRF ADP detection, 30 min. AID 651819, 2012; in the data active means activity change below about -30%; further: on the % scale 0 is the no-effect control and ±100 the full control effect
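We incubate TRiC, 40 or 20 nM final, with library compounds at 76 uM and 10 uM ATP for 30 min at 37 °C. ADP formed is detected with Transcreener HTRF reagents after 30 min at room temperature.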
A549 viability – Nrf2 qHTS screen for inhibitors: counterscreen for cytotoxicity. A549 ARE-Fluc cells, CellTiter-Fluor viability, 18-24 h. Potency, µM (top dose mostly 46 µM), for inactives: top-dose activity change, negative = cytotoxicity, usual class: inhibitors. 0.16% of 390,000 active. AID 504648, 2011; further: potency means the concentration at half of the fitted maximal effect; on the % scale 0 is the no-effect control and ±100 the full control effect
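Cytotoxicity counterscreen: CellTiter-Fluor fluorescence was measured in A549 ARE_Fluc cells after 18-24 h of compound exposure in a concentration series. The subsequent BugLite luminescent read reports ARE-luciferase activity.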
pAkt inh – HTS Assay for Inhibitors of Akt Phophorylation: Primary Screen. activity change, % for hits at 50 µM. Neuro2A IGF-stimulated pAkt S473 HTRF, 20 min; active compounds read low. 0.32% of 360,000 active. AID 651550, 2012; in the data active means activity change below about -80%; inconclusive means mostly about -51% to -80%; further: on the % scale 0 is the no-effect control and ±100 the full control effect
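Neuro2A cells (4,500/well, DMEM with 0.5% FBS) were treated with compound at a single 50 µM final concentration, stimulated with 6 nM IGF for 20 min at 37 °C, and lysed. Phospho-Akt Ser473 was read by HTRF as 665/615 ratio ×10^4.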
EPAC2 ag – qHTS for Agonist of cAMP-regulated guanine nucleotide exchange factor 4 (EPAC2): primary screen; Potency, µM (doses to about 154 µM), without a hit: at the highest dose activation, hits mostly activators; EPAC2 activation, biochemical qHTS; response scale: 100% = 6.5 mM cAMP response; AID 720711, 2013; 0.079% of 360,000 active; Rap guanine nucleotide exchange factor 4 (Homo sapiens), Q8WZA2; further: potency means the concentration at half of the fitted maximal effect; nearly all actives have a fitted effect of over 50% in size
Target sequence (Q8WZA2 whole entry, looked up): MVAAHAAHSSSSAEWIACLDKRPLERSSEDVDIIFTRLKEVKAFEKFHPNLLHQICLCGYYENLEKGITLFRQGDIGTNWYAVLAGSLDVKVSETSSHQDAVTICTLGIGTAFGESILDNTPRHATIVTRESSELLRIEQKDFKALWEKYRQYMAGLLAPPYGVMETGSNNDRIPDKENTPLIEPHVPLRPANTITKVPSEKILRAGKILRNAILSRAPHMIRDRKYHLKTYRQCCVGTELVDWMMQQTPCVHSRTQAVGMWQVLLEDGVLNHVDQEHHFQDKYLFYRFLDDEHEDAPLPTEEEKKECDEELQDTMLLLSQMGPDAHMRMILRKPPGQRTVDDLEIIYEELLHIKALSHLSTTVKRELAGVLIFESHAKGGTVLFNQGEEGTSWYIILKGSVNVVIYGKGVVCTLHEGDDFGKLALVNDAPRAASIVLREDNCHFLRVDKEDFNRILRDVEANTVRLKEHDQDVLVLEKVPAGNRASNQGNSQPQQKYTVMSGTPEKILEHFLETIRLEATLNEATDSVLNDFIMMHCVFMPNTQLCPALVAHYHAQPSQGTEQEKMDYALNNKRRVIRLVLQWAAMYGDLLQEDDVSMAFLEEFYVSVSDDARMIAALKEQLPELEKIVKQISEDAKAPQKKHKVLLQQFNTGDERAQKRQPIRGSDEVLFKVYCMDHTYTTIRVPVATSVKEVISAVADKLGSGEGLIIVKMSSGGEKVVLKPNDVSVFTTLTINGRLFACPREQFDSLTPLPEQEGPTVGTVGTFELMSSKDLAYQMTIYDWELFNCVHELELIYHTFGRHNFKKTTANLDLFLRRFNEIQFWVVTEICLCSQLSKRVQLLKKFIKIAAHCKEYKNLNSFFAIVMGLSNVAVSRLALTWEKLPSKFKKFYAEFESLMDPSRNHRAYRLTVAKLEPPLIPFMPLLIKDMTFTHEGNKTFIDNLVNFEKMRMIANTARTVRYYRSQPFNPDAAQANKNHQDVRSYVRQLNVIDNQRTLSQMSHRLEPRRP
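In this primary screen, activation is scored as increased exchange of BODIPY-GDP from Rap1B by 100 nM EPAC2, with 50 uM GDP as competitor. Signal is normalized to the 6.5 mM cAMP agonist control.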
Mm-Cpn inhibitor – Inhibitors of TCP-1 ring complex (TRiC) of Methanococcus maripaludis (MmCpn): qHTS; Chaperonin Mm-Cpn (Methanococcus maripaludis); purified Mm-Cpn ATPase, ADP Transcreener TR-FRET; Potency, µM (series often up to 76.9 µM), for inactives: top-dose activity, negative = inhibition, hits mostly inhibitors; 0.031% of 330,000 active; AID 504842, 2011; further: potency means the concentration at half of the fitted maximal effect; on the % scale 0 is the no-effect control and ±100 the full control effect; nearly all actives have a fitted effect of over 80% in size
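Purified archaeal Mm-CPN (25nM final) preincubated 10 min at 37degC with compound, then 10uM ATP for 30 min at 37degC; ADP measured by HTRF Transcreener TR-FRET; buffer 30 mM TRIS pH 7.4, 100mM KCl, 5mM MgCl2, 1mM DTT.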
EPAC2 antag – qHTS for Antagonist of cAMP-regulated guanine nucleotide exchange factor 2 (EPAC2): primary screen | Potency, µM (doses to about 114 µM), for inactives: top-dose activity, negative = inhibition, actives largely listed as inhibitors | Rap guanine nucleotide exchange factor 4 (Homo sapiens), Q8WZA2 | 0.18% of 360,000 active | EPAC2 GEF exchange of Rap1B-BODIPY-GDP, fluorescence; further: potency means the concentration at half of the fitted maximal effect; on the % scale 0 is the no-effect control and ±100 the full control effect; nearly all actives have a fitted effect of over 45% in size; many of its hits are not listed in these tables
Nrf2 ARE act – qHTS of Nrf2 Activators | Potency, µM (highest dose often 46.1 µM), for the others: at the top dose activation, usual class: activators | AID 624171, 2012 | AREc32 ARE-luciferase reporter (MCF7-derived line), luminescence, 24 h | 0.31% of 410,000 active; further: potency means the concentration at half of the fitted maximal effect; % of control where 0% means no effect; nearly all actives have a fitted effect of over 65% in size
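AREc32_Fluc, 1000 cells/well, OPTI-MEM + 5% FBS, o/n 37 deg C 5% CO2; 23 nL cpd by pin tool, 24 hr; Steady-Glo 30 min RT, luminescence.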
Nrf2 block – Nrf2 qHTS screen for inhibitors; A549 ARE-Fluc reporter, luciferase luminescence, 18-24 h; Potency, µM (top dose mostly 46 µM), for the others: top-dose activity change, negative = inhibition, most hits filed as inhibitors; 2.1% of 360,000 active; further: potency means the concentration at half of the fitted maximal effect; on the % scale 0 is the no-effect control and ±100 the full control effect; nearly all actives have a fitted effect of over 60% in size
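Concentration-response testing used A549 ARE_Fluc cells at 5000 cells/well. Following an 18-24 h compound incubation, viability was read by fluorescence (Ex 405/Em 525) and luciferase output by luminescence.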
TGFb SMAD3 inh – qHTS for Inhibitors of TGF-b; AID 588855, 2011; Potency, µM (titrated, usually from 46.1 µM), for the others: at the highest dose activity, negative = inhibition, hits mostly inhibitors; 1.2% of 410,000 active; HepG2 CAGA-GFP TGF-b/SMAD3 reporter, GFP fluorescence, 18 h; TGF-beta stimulated, 500 pg/mL final; further: potency means the concentration at half of the fitted maximal effect; on the % scale 0 is the no-effect control and ±100 the full control effect; nearly all actives have a fitted effect of over 65% in size
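HEPG2 CAGA-GFP, 1000 cells/well; 2 h settle, 37 C; cpd via pin tool; TGF-b 500 pg/mL final; 18 h, 37 C; GFP imaging ex488/em500-530; %Activity normalised to -TGF-b and +DMSO controls; CRC fit, curve class.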
The depositor's hits bear a star; i = inactive; ? = inconclusive; · = no result given; [ ] = remark or other dose. Unless noted, the call rests on the fitted dose curve; in most records, active means well fitted curve in the direction sought with a large enough effect; inconclusive means small, poorly fitted or top-dose-only effect, or another doubt; inactive means no such curve, though single readings can be large; an effect the other way counts as inactive or inconclusive.

SMILES	CCT modulator	A549 viability	pAkt inh	EPAC2 ag	Mm-Cpn inhibitor	EPAC2 antag	Nrf2 ARE act	Nrf2 block	TGFb SMAD3 inh
CC(C)OC(=O)NC(Nc1ccccc1C(=O)O)(C(F)(F)F)C(F)(F)F	-2.5	1%	i	1%	0%	5%	0.1%	5%	1%
Cc1n(C)c2cc(Cl)ccc2[n+]1Cc1ccccc1	-4.0	0%	i	14%	1%	-2%	-0.6%	-5%	4%
O=C(Oc1ccc(-c2nnco2)cc1)c1ccc(Br)o1	1.1	4%	i	0%	0%	-3%	0.1%	3%	-8%
COc1ccc(N2C(=O)CSC23C(=O)N2c4c(cccc43)C(C)=CC2(C)C)cc1 (stereo not given)	-7.1	10%[1.84 µM]	i	16%	4%	-2%	0.2%	?	-22%
CCN(CC)S(=O)(=O)c1ccc(C)c(NC(=O)CNCc2ccccc2OC)c1	0.1	5%	i	2%	1%	0%	9.1%	-2%	-1%
O=C(NC1CCN(C(=O)NCc2ccccc2)CC1)c1ccccc1	-1.5	-12%	i	5%	0%	-7%	-0.2%	-10%	12%
COc1ccc(NC(=O)CN(c2ccc(OC)cc2)S(=O)(=O)c2c(C)nn(C)c2C)cc1	-1.9	4%	i	-1%	4%	4%	-0.8%	-19%	?
Cn1cncc1C#Cc1c(C=O)[nH]c2ccccc12	-1.2	-8%	i	5%	-7%	7%	-2.9%	0%	-19%
CC(C)Cc1nnc(NC(=O)CCC(=O)N2CC(C)CC(C)C2)s1 (stereo not given)	-0.4	-19%	·	1%	1%	-2%	-0.6%	1%	-9%
Cc1ccc(OCCn2c(CCCO)nc3ccccc32)cc1	-2.4	4%	-106%*	-1%	·	-3%	-0.6%	13%	-18%
CCN(CC)CCCN1C=C2C(=O)C(C)(OC(=O)C3CCCC3)C(=O)C=C2C=C1c1ccsc1 (stereo not given)	-0.3	0%	i	-5%	-3%	-2%	4.0%	?	-8%
O=C(N/N=C/c1cccnc1)C1CCCN(S(=O)(=O)c2ccccc2)C1 (stereo not given)	0.5	-10%	i	13%	-1%	17%	-0.9%	-3%	3%
NC(=O)c1oc2ccccc2c1NC(=O)c1nc2ccccc2s1	0.0	6%	i	-4%	?	12%	14%	·	2%
Cc1ccsc1C(=O)OCC(=O)c1cc2ccccc2o1	-1.3	14%	i	15%	-5%	1%	0.1%	3%	2%
CCCCNc1nc(Oc2ccc(OCCC)nn2)nc(N(C)C)n1	·	-7%	·	·	·	·	8.7%	?	-2%
Cc1cccc(N(C)S(=O)(=O)c2nnc(NC(=O)C(C)Oc3ccccc3)s2)c1 (stereo not given)	·	17%	·	·	·	·	2.5%	27%	-11%
CCc1ccc2c(c1)/C(=C/C(=O)c1cccs1)C(=O)N2	0.5	-19%	i	5%	-2%	-3%	-2.6%	-12%	?
CC1NC(=O)c2cc3ccccc3cc2-n2c1nc1cc(F)ccc1c2=O (stereo not given)	1.5	·	i	-1%	·	6%	-0.3%	·	2%
CCOC(=O)N1CCN(C(=O)CN(C)S(=O)(=O)c2ccc3c(c2)c(=O)n(C)c(=O)n3C)CC1	0.4	1%	i	5%	0%	-5%	2.1%	-1%	-14%
Cc1ccc(NC(=O)c2ccc([N+](=O)[O-])o2)cc1S(=O)(=O)N1CCOCC1	-1.9	6%	i	2%	2%	-5%	?	9%	14µM*
O=C(Nc1ccccc1)O/N=C1\CCCCC1c1ccc([N+](=O)[O-])cc1[N+](=O)[O-] (stereo not given)	-2.4	0%	i	-2%	-2%	8%	3.2%	·	-35%
FC(F)(F)c1ccc2nnc(-c3c(Cl)cccc3Cl)n2c1	-2.4	-3%	i	2%	-6%	5%	-0.4%	-25%	-8%
COc1ccc(NC(=O)CN(C)S(=O)(=O)c2cccc3cccnc23)cc1	-1.1	-5%	i	1%	1%	5%	0.1%	-13%	4%
COc1cc(-c2nc(CN3CCN(CC(C)C)C(=O)[C@@H]3C)c(C)o2)ccc1F	-4.6	1%	i	-5%	-5%	2%	4.1%	-5%	-22%
Cn1c(Cc2ccccc2)nnc1SCC(=O)Nc1ccc(N2CCOCC2)cc1	-4.0	-8%	i	6%	2%	4%	0.2%	0%	0%
Cc1cc(NS(=O)(=O)c2ccc(NC(=O)CSc3nc4sc(C)c(C)c4c(=O)[nH]3)cc2)no1	-1.8	-3%	i	7%	1%	-6%	-1.6%	6%	4%
Cc1cc(C(=O)N/N=C/c2ccc([N+](=O)[O-])s2)n[nH]1	1.1	?	i	5%	0%	18%	-1.5%	?	11µM*
c1ccc(Cc2nc3ccccc3n2Cc2ccccc2)cc1	-1.3	-6%	i	24%	1%	-9%	0.5%	-13%	?
NNC(=O)c1ccc(Cn2cc(Cl)cn2)cc1	0.5	2%	i	4%	0%	0%	0.1%	15%	-18%
COc1ccc(NC(=O)Nc2ccc3c(c2)C(=O)N([C@H](C)CO)C[C@H](C)[C@@H](CN(C)S(C)(=O)=O)O3)cc1	0.0	-6%	i	5%	-3%	0%	0.7%	1%	?
CC1(C)CC(=O)C(CC2CCCCC2=O)C(=O)C1 (stereo not given)	-0.4	-5%	i	7%	3%	1%	-0.3%	-1%	11%
O=C(CSc1n[nH]c(-c2ccncc2)n1)c1ccccc1	-3.6	8%	i	7%	1%	9%	2.0%	10%	0%
CC[C@]12c3[nH]c4ccc(OC)cc4c3CCN1C(=O)C(CC(=O)NCc1ccc(OC)c(OC)c1)C[C@@H]2C(=O)N1CCN(C(=O)C2CC2)CC1 (stereo not given in full)	-1.3	0%	i	8%	2%	20%	0.5%	13%	-24%
O=[N+]([O-])c1ccc(Nc2ccc(N3CCOCC3)cc2)c([N+](=O)[O-])c1	-7.2	-11%	i	14%	-2%	-10%	6.2%	-2%	-1%
C=CCC(C#Cc1ccccc1)N(C)C (stereo not given)	-1.4	1%	i	-6%	-3%	8%	-0.6%	·	-4%
Cc1ccc(S(=O)(=O)N(C)CC(=O)OCC(=O)N2CCCC2=O)cc1	-2.3	5%	i	-4%	1%	1%	0.2%	6%	0%
COc1ccc(CCNC(=O)C(=O)NCCOc2ccccc2)cc1OC	1.1	9%	i	7%	-1%	3%	-0.6%	8%	-24%
COc1ccc(CCNC(=O)c2cccc(S(=O)(=O)N3CCCC3)c2)cc1OC	0.5	-4%	i	6%	1%	-6%	0.9%	-13%	-18%
Cc1ccc(CSc2nnc([C@@H]3CCCN3C(=O)OC(C)(C)C)o2)cc1	-14	2%	i	-3%	0%	-11%	-0.4%	-27%	0%
O=C1NC[C@H](Cc2ccccc2)N(CC2CCN(CCCCc3ccccc3)CC2)C1=O	-4.3	3%	i	8%	·	-2%	-0.3%	12%	-2%

Three structures from above, arranged by formula weight, descending.
SMILES	CCT modulator	A549 viability	pAkt inh	EPAC2 ag	Mm-Cpn inhibitor	EPAC2 antag	Nrf2 ARE act	Nrf2 block	TGFb SMAD3 inh
COc1cc(-c2nc(CN3CCN(CC(C)C)C(=O)[C@@H]3C)c(C)o2)ccc1F	-4.6	1%	i	-5%	-5%	2%	4.1%	-5%	-22%
Cc1ccsc1C(=O)OCC(=O)c1cc2ccccc2o1	-1.3	14%	i	15%	-5%	1%	0.1%	3%	2%
Cc1n(C)c2cc(Cl)ccc2[n+]1Cc1ccccc1	-4.0	0%	i	14%	1%	-2%	-0.6%	-5%	4%

Other records follow.
SMILES	CCT modulator	A549 viability	pAkt inh	EPAC2 ag	Mm-Cpn inhibitor	EPAC2 antag	Nrf2 ARE act	Nrf2 block	TGFb SMAD3 inh
CN(Cc1cn(C)nc1-c1ccccc1F)C1CCOC1 (stereo not given)	-1.0	1%	i	7%	-1%	7%	-0.6%	-3%	25%
CCC(=O)Nn1cnc2c(c1=O)C1(CCCCC1)Cc1ccccc1-2	-0.8	-14%	i	-10%	1%	-1%	0.3%	-12%	-17%
O=C(COC(=O)c1ccc([N+](=O)[O-])s1)Nc1cccc(S(=O)(=O)NC2=NCCCCC2)c1	0.0	-1%	i	8%	-2%	0%	-1.1%	-47%	-11%
CCCOc1ccc(C(=O)Nc2cc(S(=O)(=O)N3CCOCC3)ccc2N2CCOCC2)cc1	0.7	-13%	i	-2%	0%	1%	0.2%	2%	13%
CNS(=O)(=O)c1cn(CC(=O)Nc2ccc(OC)cc2OC)cc1S(=O)(=O)NC	·	-3%	·	·	·	·	0.4%	?	13%
O=c1cnn(-c2ccc(Cl)cc2Cl)c(-c2ccccc2)c1	-2.5	0%	i	-2%	3%	12%	4.9%	1%	-20%
O=[N+]([O-])c1ccc(NC(=S)NCCc2ccccc2)cc1	1.3	?	i	7%	2%	-4%	3.2%	?	?
Cc1ccc(NC(=O)CCC(=O)NN=Cc2ccc(C)o2)c(C)c1	1.0	·	i	-3%	·	4%	0.8%	·	?
C=CCn1c(=NC(=O)c2cccs2)sc2cccc(OC)c21	-3.3	10%	i	11%	-6%	-3%	18%	5%	?
Cc1ccc(NC(=O)CSc2c3c(nc4ccccc24)CCCC3)cc1F	·	-6%	·	·	·	·	?	0%	?
O=C(NCc1ccc(F)cc1)c1cccc2c1C(=O)c1ccc(N3CCC(Cc4ccccc4)CC3)cc1S2(=O)=O	-1.7	3%	i	-74%[inhibitor]	1%	20%	-0.2%	-6%	16%
COc1ccc(C)c(NC(=O)NCCc2cnc[nH]2)c1	0.6	0%	i	2%	?	4%	0.4%	9%	12%

An excerpt; count on the stated rates, not on these rows.
